# Bioassay records: PubChem, Broad Institute
# C diff growth: inhibitors of Clostridium difficile growth; Clostridium difficile clinical isolate growth, OD600, 24 h; active compounds read low; growth activity, negative = inhibition, % at 16 µg/mL (by protocol); 86,000 compounds, 0.25% hits; AID 1259249;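 active = mean growth activity at or below -80% and every replicate also at or below -80%; inconclusive = mean at or below -80% but some replicate above -80%; inactive = mean growth activity above -80%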;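 also: 0% = DMSO wells and -100% = levofloxacin 16 µg/mL wells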
# Tcruzi prolif: blocks T. cruzi growth in NIH3T3 culture; AID 624255; inhibition, % at 8.34 µM; T. cruzi beta-gal in NIH3T3, GalScreen luminescence, 90 h; 77,000 compounds, 5.9% hits;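 active = mean inhibition above about 93%, with at least 55% of replicates each passing it, limit read from the data, passing the limit was not always enough; inconclusive = only one of those two conditions holds; inactive = neither condition holds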
# GASC1 inh: KDM4C (human) demethylase inhibition | Q9H3R0 | GST-KDM4C 2-372, H3K9me3 peptide, LANCE TR-FRET | inhibition, % at 12.5 µM | 96,000 compounds, 0.15% hits | AID 720574;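 active = mean replicate inhibition above about 25%, with at least 55% of replicates also reaching it, limit read from the data, passing the limit was not always enough; inconclusive = only one of those two conditions met; inactive = neither condition met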
# Target sequence (Q9H3R0 2-372 limits assumed): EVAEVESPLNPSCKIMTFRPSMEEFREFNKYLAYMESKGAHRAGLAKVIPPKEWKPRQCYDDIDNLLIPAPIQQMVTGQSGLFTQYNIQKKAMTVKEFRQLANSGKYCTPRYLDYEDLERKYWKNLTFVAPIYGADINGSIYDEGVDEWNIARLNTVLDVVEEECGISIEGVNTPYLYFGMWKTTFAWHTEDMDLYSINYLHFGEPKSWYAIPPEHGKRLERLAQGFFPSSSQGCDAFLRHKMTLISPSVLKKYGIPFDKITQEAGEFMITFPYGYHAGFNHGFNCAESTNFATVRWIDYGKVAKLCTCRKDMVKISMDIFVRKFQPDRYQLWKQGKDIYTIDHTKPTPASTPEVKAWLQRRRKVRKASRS
#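 System – N-terminal GST-fused human GASC-1 (KDM4C) fragment, residues 2-372 · Input – enzyme final amount 10 nM · Technique – LANCE TR-FRET, Eu antibody, ULight-streptavidin, EDTA, ex 340 nm, em 618/671 nm · Medium – HEPES buffer, pH 7.5, plus ascorbate · Incubation – enzyme reaction 30 min, then detection 60 min, both room temperature · Reagent – H3K9me3 peptide with Fe(II)/2OG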
# Pf Dd2 inh: blocks growth of Plasmodium falciparum Dd2 parasites | P. falciparum Dd2 growth, SYBR Green, 72 h; active compounds read low | activity change, % at 10 µM | 94,000 compounds, 2.3% hits; in the data active = activity change below about -80%; inconclusive = no clear call, values can overlap the other calls
# Numbers without * were called inactive; ? = inconclusive; nt = not tested or not shown; & = joins results of further samples.
SMILES,C diff growth,Tcruzi prolif,GASC1 inh,Pf Dd2 inh
C[C@@H]1CN([C@@H](C)CO)S(=O)(=O)c2ccc(C#CCN(C)C)cc2O[C@@H]1CN(C)S(C)(=O)=O,9,-3,3.0,nt
C[C@H]1CN([C@@H](C)CO)C(=O)c2cc(NS(=O)(=O)c3ccc(F)cc3)ccc2O[C@@H]1CN(C)C(=O)Nc1ccc(F)cc1,-2,10,1.2,-7
COc1ccccc1C#Cc1ccc([C@H]2[C@@H](C#N)N(C(=O)C3CCCCC3)[C@@H]2CO)cc1,70,nt,-4.7,-48
CN(C)C(=O)c1ccc(-c2ccc([C@H]3[C@H]4CN(S(C)(=O)=O)CCCCN4[C@H]3CO)cc2)cc1,-1,75,1.7,1
COc1ccc(NC(=O)Nc2cccc3c2O[C@@H](CN(C)Cc2ccc(-c4ccccc4)cc2)[C@H](C)CN([C@@H](C)CO)C3=O)cc1,-1,16,9.9,6
C[C@@H]1CN([C@@H](C)CO)C(=O)c2cc(-c3ccncc3)cnc2O[C@@H]1CN(C)C(=O)c1cccc(F)c1,3,26,-0.7,43
C[C@H]1CN([C@@H](C)CO)C(=O)Cc2cc(NC(=O)c3ccncc3)ccc2O[C@H]1CN(C)C(=O)Nc1ccc2c(c1)OCO2,-1,10,-1.1,12
C[C@@H]1CCCCO[C@H](CN(C)C(=O)CCC(F)(F)F)[C@H](C)CN([C@H](C)CO)C(=O)c2cc(NC(=O)NC3CCCCC3)ccc2O1,-3,36,0.1,-31
O=C(C[C@H]1CC[C@@H](NC(=O)C2CC2)[C@@H](CO)O1)NCc1ccccc1Cl,-3,nt,2.5,-8
CN1CCN(C(=O)C[C@H]2CC[C@@H]3[C@H](COC[C@@H](O)CN3Cc3cccc(F)c3)O2)CC1,-3&-13,41,-4.0,nt
CC(C)C#Cc1ccc2c(c1)O[C@@H](CN(C)C(=O)C1CCCCC1)[C@@H](C)CN([C@@H](C)CO)S2(=O)=O,11,?,-0.1,-30
CC(C)CC#Cc1cnc2c(c1)C(=O)N([C@@H](C)CO)C[C@@H](C)[C@H](CN(C)S(=O)(=O)c1cn(C)cn1)O2,-3,37,1.4,14
COc1cccc(C#Cc2ccc3c(c2)O[C@@H](CN(C)C(=O)CN2CCOCC2)[C@@H](C)CN([C@@H](C)CO)S3(=O)=O)c1,8,-26,-1.0,-56
C[C@@H]1CN([C@H](C)CO)C(=O)c2cc(C3=CCCC3)cnc2O[C@@H]1CN(C)C(=O)c1ccc(F)cc1,-5,43,0.8,-56
COc1ccccc1C#Cc1ccc([C@H]2[C@H]3CN(C(=O)C4CCCC4)CCCCN3[C@H]2CO)cc1,11,114*,nt,27
C[C@H](CO)N1C[C@H](C)[C@@H](CN(C)C(=O)Nc2cccc3ccccc23)Oc2c(NC(=O)Nc3ccc(C(F)(F)F)cc3)cccc2C1=O,15,97*,0.0,-34
C[C@@H]1CN([C@H](C)CO)C(=O)Cc2cc(NS(=O)(=O)c3cn(C)cn3)ccc2O[C@H]1CN(C)C(=O)Nc1cccc2ccccc12,-2,-3,-0.1,30
CCC(=O)Nc1ccc2c(c1)C(=O)N(C)C[C@@H](OC)[C@@H](C)CN(Cc1ccccc1OC)[C@H](C)CO2,-6,-16,0.4,nt
CO[C@@H]1CN(C)C(=O)c2ccc(NS(=O)(=O)c3ccccc3C)cc2OC[C@H](C)N(C)C[C@H]1C,nt,1,-0.8,-3
C[C@H](CO)N1C[C@H](C)[C@H](CN(C)C(=O)Cc2cccnc2)Oc2ncc(C#CCc3ccccc3)cc2C1=O,5,63,7.1,-48
CC(C)NC(=O)Nc1ccc2c(c1)CC(=O)N([C@H](C)CO)C[C@@H](C)[C@@H](CN(C)C(=O)Nc1ccc(F)cc1)O2,0,-37,-0.8,30
COc1ccc(CN(C)C[C@@H]2Oc3c(NC(=O)Nc4c(C)noc4C)cccc3C(=O)N([C@@H](C)CO)C[C@H]2C)cc1,-1,27,0.5,-20
C[C@H](CO)N1C[C@H](C)[C@@H](CN(C)C(=O)Nc2ccc3c(c2)OCO3)Oc2c(NS(=O)(=O)c3ccc(F)cc3)cccc2C1=O,-16,nt,2.4,63
COCC(=O)N(C)C[C@H]1Oc2cc(C#C[C@@H](C)O)ccc2S(=O)(=O)N([C@@H](C)CO)C[C@H]1C,-6,9,-0.9,nt
C[C@@H]1CN([C@@H](C)CO)S(=O)(=O)c2ccc(C3=CCCCC3)cc2O[C@H]1CN(C)C(=O)C1CCCCC1,2,118*,0.0,-46
CCCC(=O)N1CC2(C1)CN(C(=O)CN1CCOCC1)[C@H](CO)c1c2c2ccc(OC)cc2n1C,-2,nt,0.0,-1
O=C(O)[C@H]1[C@H](CO)[C@H]2Cn3c(ccc(/C=C/c4ccccc4)c3=O)[C@H]2N1Cc1ccc2c(c1)OCO2,25,127*,13,nt
C[C@H]1CN([C@@H](C)CO)C(=O)c2cccc(NC(=O)c3nc4ccccc4s3)c2O[C@@H]1CN(C)S(=O)(=O)c1cn(C)cn1,nt,71,0.5,9
CCCC(=O)Nc1ccc2c(c1)C(=O)N(C)C[C@H](OC)[C@@H](C)CN(C(C)=O)[C@H](C)CO2,1,4,-0.1,12
CCC(=O)Nc1ccc2c(c1)C(=O)N(C)[C@H]1CC[C@H](CC(=O)N[C@@H](C)c3ccccc3)O[C@H]1CO2,-1,66,-1.9,-1
CC(C)NC(=O)N(C)C[C@@H]1OCCCC[C@@H](C)Oc2ccc(NC(=O)c3ccccc3)cc2C(=O)N([C@@H](C)CO)C[C@H]1C,3,31,3.0,9
CO[C@@H]1CN(C)C(=O)c2cc(NC(C)=O)ccc2OC[C@H](C)N(C(=O)Cc2ccccn2)C[C@@H]1C,nt,-3,3.0,-2
COc1ccc(CN(C)C[C@@H]2Oc3ccc(NC(=O)Cc4ccccc4)cc3C(=O)N([C@H](C)CO)C[C@@H]2C)cc1,-3,-16,1.7,4
CCCC#Cc1cnc2c(c1)C(=O)N([C@@H](C)CO)C[C@@H](C)[C@H](CN(C)S(C)(=O)=O)O2,-4,44,1.9,16
Cc1ccc(-c2ccccc2[C@@H]2[C@H](C#N)N(C(=O)Cc3cccnc3)[C@H]2CO)cc1,-10,nt,-1.1,-38
Cc1ccc(-c2cnc3c(c2)C(=O)N([C@@H](C)CO)C[C@@H](C)[C@@H](CN(C)C(=O)c2cccc(F)c2)O3)cc1,0,nt,1.0,-59
C/C=C/c1ccc([C@H]2[C@@H](CNS(C)(=O)=O)N(CC3CC3)[C@H]2CO)cc1,0,5,1.6,4
C[C@H]1CN([C@@H](C)CO)C(=O)c2cccc(NC(=O)C3CCCCC3)c2O[C@H]1CN(C)CC1CC1,-1,-1,-0.5,16
O=C(C[C@H]1C=C[C@H](NC(=O)Nc2ccccc2F)[C@@H](CO)O1)NCc1ccc(F)cc1,2,-21,-0.8,-15
O=C(C[C@@H]1CC[C@@H]2[C@H](COC[C@@H](O)CN2C(=O)Nc2cc(Cl)cc(Cl)c2)O1)N1CCCCC1,nt,79,-1.6,6
Cc1ccc(-c2ccc([C@@H]3[C@H]4CN(C(=O)c5ccncc5)CCCCN4[C@H]3CO)cc2)cc1,-15,51,1.8,31
C[C@H](CO)N1C[C@H](C)[C@H](CN(C)Cc2ccc3c(c2)OCO3)Oc2c(NC(=O)C3CC3)cccc2C1=O,-1,24,0.3,0
C[C@H](NC(=O)C[C@@H]1CC[C@H](NC(=O)C2CCOCC2)[C@H](CO)O1)c1ccccc1,0,-22,-1.0,-3
C[C@H]1CN([C@@H](C)CO)C(=O)Cc2cc(NC(=O)Cc3cn(C)c4ccccc34)ccc2O[C@@H]1CN(C)Cc1ccccc1,-12,?,0.1,-52
COc1ccc(S(=O)(=O)N(C)C[C@H]2Oc3c(NS(=O)(=O)c4ccccc4)cccc3C(=O)N([C@@H](C)CO)C[C@H]2C)cc1,-17,-1,-1.7,-13

# Of the compounds above, these contain a Cl atom.
SMILES,C diff growth,Tcruzi prolif,GASC1 inh,Pf Dd2 inh
O=C(C[C@H]1CC[C@@H](NC(=O)C2CC2)[C@@H](CO)O1)NCc1ccccc1Cl,-3,nt,2.5,-8
O=C(C[C@@H]1CC[C@@H]2[C@H](COC[C@@H](O)CN2C(=O)Nc2cc(Cl)cc(Cl)c2)O1)N1CCCCC1,nt,79,-1.6,6

# Next section:
SMILES,C diff growth,Tcruzi prolif,GASC1 inh,Pf Dd2 inh
CO[C@H]1CN(C)C(=O)c2ccc(NS(=O)(=O)c3ccc(Cl)cc3)cc2OC[C@H](C)N(C)C[C@H]1C,nt,-33,0.1,6
COc1cccc(S(=O)(=O)N2CCCCN3[C@H](CO)[C@H](c4ccc(C5=CCCCC5)cc4)[C@@H]3C2)c1,44,70,0.0,-49
COc1ccc(NC(=O)N(C)C[C@@H]2OCCCC[C@H](C)Oc3ccc(NC(=O)Nc4ccc(C(F)(F)F)cc4)cc3C(=O)N([C@@H](C)CO)C[C@@H]2C)cc1,-4,120*,-1.7,-7
O=C(C[C@@H]1CC[C@@H](NC(=O)Nc2cccc(F)c2)[C@H](CO)O1)NCC1CCCCC1,-5,nt,-0.2,8
CO[C@H]1CN(C)C(=O)c2cc(NC(=O)NC(C)C)ccc2OC[C@@H](C)N(Cc2ccccn2)C[C@@H]1C,nt,-12,-1.8,17
O=C(Cc1cccnc1)N[C@H]1CC[C@H](CCn2cc(-c3ccccc3F)nn2)O[C@H]1CO,-4,-42,-1.2,-1
COCC(=O)N1CC2(C1)CN(Cc1cccc(OC)c1)[C@@H](CO)c1c2c2ccc(OC)cc2n1C,2,nt,0.7,-5
C[C@@H]1CN([C@H](C)CO)C(=O)c2cccc(NC(=O)c3ccc(-c4nccs4)cc3)c2O[C@@H]1CN(C)S(=O)(=O)c1ccc(Cl)cc1,-15,47,-2.0,-19
COCCNC(=O)C[C@H]1C[C@H]2c3cc(NC(=O)CN(C)C)ccc3O[C@H]2[C@@H](CO)O1,-7,56,0.0,12
COc1ccc(S(=O)(=O)Nc2ccc3c(c2)C(=O)N([C@@H](C)CO)C[C@H](C)[C@H](CN(C)S(C)(=O)=O)OCCCC[C@@H](C)O3)cc1,7,53,2.2,2
CCCN1[C@@H]2Cn3c(ccc(-c4ccccc4OC)c3=O)[C@H]1[C@@H](C(=O)N1CCOCC1)[C@@H]2CO,-2,nt,0.7,-3
CC(C)C#Cc1ccc2c(c1)O[C@@H](CN(C)C)[C@H](C)CN([C@H](C)CO)S2(=O)=O,nt,nt,0.0,-4
CCCNC(=O)Nc1ccc2c(c1)C(=O)N(C)C[C@@H](OC)[C@@H](C)CN(Cc1ccncc1)[C@H](C)CO2,1,-17,1.2,-6
COCC(=O)Nc1ccc2c(c1)OC[C@H](C)N(Cc1cc(F)ccc1F)C[C@@H](C)[C@@H](OC)CN(C)C2=O,nt,54,?,-5
Cc1noc(C)c1S(=O)(=O)Nc1ccc2c(c1)C(=O)N([C@@H](C)CO)C[C@H](C)[C@H](CN(C)Cc1ccccc1)OCCCC[C@H](C)O2,-2,nt,0.9,-49

# Compound profiles, as listed above:
# Entry for C[C@@H]1CCCCO[C@H](CN(C)C(=O)CCC(F)(F)F)[C@H](C)CN([C@H](C)CO)C(=O)c2cc(NC(=O)NC3CCCCC3)ccc2O1 → C diff growth = -3; Tcruzi prolif = 36; GASC1 inh = 0.1; Pf Dd2 inh = -31
# Entry for CO[C@H]1CN(C)C(=O)c2cc(NC(=O)NC(C)C)ccc2OC[C@@H](C)N(Cc2ccccn2)C[C@@H]1C → C diff growth = nt; Tcruzi prolif = -12; GASC1 inh = -1.8; Pf Dd2 inh = 17

# Later entries.
SMILES,C diff growth,Tcruzi prolif,GASC1 inh,Pf Dd2 inh
CN1C(=O)c2cc(NC(=O)c3ccc4c(c3)OCO4)ccc2OC[C@@H]2O[C@@H](CC(=O)O)CC[C@@H]21,5,-10,-0.5,?
COCCNC(=O)c1cc2c(c(-c3cccc(-c4ccc(C#N)cc4)c3)n1)[C@@H](CCO)N(C(=O)CC1CC1)C2,6,nt,-0.8,-29
O=C(C1CC1)N1CCCCN2[C@@H](CO)[C@H](c3ccc(C#CC4CC4)cc3)[C@@H]2C1,-3,103*,nt,24
Cc1ccc(S(=O)(=O)N(C)C[C@@H]2Oc3ccc(NC(=O)CCC(F)(F)F)cc3CC(=O)N([C@@H](C)CO)C[C@H]2C)cc1,-15,49,5.9,-77
O=C(C[C@H]1C[C@H]2c3cc(NC(=O)NC4CCCC4)ccc3O[C@H]2[C@@H](CO)O1)NCC(F)(F)F,14,nt,-3.3,10
CCCC(=O)Nc1ccc2c(c1)OC[C@@H](C)N(C(=O)CC)C[C@H](C)[C@H](OC)CN(C)C2=O,nt,-16,0.0,0
O=C(C[C@H]1C=C[C@H](NS(=O)(=O)c2ccccc2F)[C@@H](CO)O1)NCCCN1CCOCC1,0,-15,7.6,5
CO[C@H]1CN(C)C(=O)c2ccc(NC(=O)c3cnccn3)cc2OC[C@@H](C)N(C(=O)C2CC2)C[C@H]1C,nt,24,1.1,13
